# KLF5 inh: inhibitors of KLF5 expression. DLD-1 KLF5 promoter-luciferase reporter, luminescence. inhibition, % at 5 µM. hit rate 0.23% among 290,000. AID 1700;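 active = inhibition above a per-plate limit of that plate's mean compound inhibition plus 3 SD, cut at about 60% in these data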;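 note: 0% = DMSO wells and 100% = LY294002 at 200 µM; higher means less KLF5 promoter-driven luciferase light; inactives centre near -14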
# HIF act: HIF pathway transcriptional activation; activation, % at 7.5 µM (by protocol); AID 1910; hit rate 0.32% among 300,000; U2OS HRE-luciferase reporter, luminescence; normalized: DMSO 0%, desferrioxamine 100%;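 active = mean activation of at least 10% of the iron chelator positive control signal, with at least half of replicates also reaching 10%; inconclusive = mean and replicate majority disagree about reaching 10%; inactive = mean and most replicates under 10%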
# IEC-6 tox: IEC-6 cytotoxicity, counter-screen for KLF5 inhibitors. luminescence viability. inhibition, % at 5 µM. hit rate 0.78% among 290,000. AID 1825; in the data active = inhibition above about 22%;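 note: 0% = plate median of test compound wells and 100% = cytotoxic reference compound wells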
# TRPC6 inh: inhibitors of mouse TRPC6 channel. B-score at 10 µM. HEK293-TRPC6, membrane potential dye, ACh-evoked depolarization; stronger effect = lower value. hit rate 1.1% among 310,000. Q61143;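 active = B-score under library mean minus 3 SD, initial fluorescence not abnormally high, positive integrated signal ratio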;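 note: B-score derived from integrated fluorescence ratio over the kinetic read; more negative B-score means stronger inhibition of depolarization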
# Target sequence (Q61143 whole entry, looked up): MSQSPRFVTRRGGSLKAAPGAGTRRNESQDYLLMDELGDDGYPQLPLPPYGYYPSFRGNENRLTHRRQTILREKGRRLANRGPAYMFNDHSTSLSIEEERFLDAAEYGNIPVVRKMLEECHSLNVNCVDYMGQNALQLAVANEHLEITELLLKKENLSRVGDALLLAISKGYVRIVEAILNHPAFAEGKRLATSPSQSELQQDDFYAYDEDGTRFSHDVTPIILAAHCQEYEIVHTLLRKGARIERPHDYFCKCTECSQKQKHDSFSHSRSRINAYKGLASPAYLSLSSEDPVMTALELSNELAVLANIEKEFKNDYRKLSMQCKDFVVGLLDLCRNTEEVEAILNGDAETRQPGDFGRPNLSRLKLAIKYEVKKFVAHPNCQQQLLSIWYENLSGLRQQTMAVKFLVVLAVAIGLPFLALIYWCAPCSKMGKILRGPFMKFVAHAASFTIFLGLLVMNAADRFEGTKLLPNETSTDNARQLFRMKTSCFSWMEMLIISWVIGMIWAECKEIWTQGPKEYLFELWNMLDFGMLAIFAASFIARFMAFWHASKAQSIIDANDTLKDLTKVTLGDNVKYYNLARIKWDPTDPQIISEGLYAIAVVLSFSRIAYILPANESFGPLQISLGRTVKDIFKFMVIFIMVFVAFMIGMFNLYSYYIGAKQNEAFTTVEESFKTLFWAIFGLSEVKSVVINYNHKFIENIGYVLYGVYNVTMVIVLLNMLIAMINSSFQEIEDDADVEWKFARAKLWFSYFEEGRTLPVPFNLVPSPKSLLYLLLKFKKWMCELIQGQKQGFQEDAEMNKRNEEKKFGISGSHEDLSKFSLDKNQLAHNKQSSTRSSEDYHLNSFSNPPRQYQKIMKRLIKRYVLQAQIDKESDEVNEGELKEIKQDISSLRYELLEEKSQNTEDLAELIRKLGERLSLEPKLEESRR
# aSyn UTR inh: MLPCN primary screen, SNCA 5' untranslated region. alpha-synuclein 5'UTR reporter, inhibitor activity. inhibition, % (tested at 7.5 µM). hit rate 0.82% among 300,000; in the data active = inhibition above about 60%; inconclusive = no clear call, values can overlap the other calls;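 note: H4 neuroglioblastoma cells stably carrying SNCA 5'UTR luciferase fusion; 0% = DMSO wells and 100% = positive control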
# TRPC4 potent: allosteric potentiators of mouse TRPC4 channel. Q9QUQ5. HEK293 TRPC4beta/mu-opioid, DAMGO EC20, Fluo-4 Ca2+ flux; stronger effect = higher value. B-score at 10 µM. hit rate 0.42% among 310,000;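 active = B-score of calcium response area above 5 SD of library B-scores, with initial fluorescence ratio within 5 SD of library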;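 note: B-score of integrated fluorescence ratio over time as area under calcium response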
# TRPC4 inh: TRPC4 (mouse) channel inhibition. Q9QUQ5. HEK293 TRPC4beta/mu-opioid, DAMGO-evoked Fluo4 calcium flux; stronger effect = lower value. B-score at 10 µM. hit rate 0.39% among 300,000;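 active = B-score over 3 SD under the library average, no early fluorescence shift, positive overall ratio signal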
#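 Assay system: Stable TRPC4beta/mu-opioid receptor HEK293 cells | Reagent: DAMGO in two steps, submaximal then maximal | Compound dosing: Single concentration per test compound | Signal: Fluo4 Ca2+ flux fluorescence | Evaluation: Per-well B score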
# TRPC6 act: activates the mouse TRPC6 cation channel. hit rate 0.13% among 310,000. B-score at 10 µM. HEK293-TRPC6 membrane potential dye fluorescence; stronger effect = higher value. Q61143;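 active = B-score of the integrated fluorescence ratio above library mean plus 3 SD, and starting fluorescence ratio within library mean plus 5 SD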;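 note: higher score means more depolarization so channel activation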
# MrgX1 antag: human MrgX1 receptor antagonism, primary screen | B-score at 10 µM | hit rate 1.3% among 310,000 | MRGX1-HEK293 calcium flux, Fluo-4, BAM8-22 antagonism; stronger effect = lower value | Q96LB2;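 active = calcium-response B-score plate-corrected more than 3 library SD below zero, starting fluorescence within 5 deviations, no agonist response on first addition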;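 note: peak minus trough fluorescence over baseline after final BAM8-22 challenge near maximal dose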
# SKKanGAS inh: inhibitors of SKKanGAS S. pyogenes growth in kanamycin (SK-promoter or general growth effect); BacTiter-Glo, 6 h; inhibition, % at 7.5 µM; hit rate 1.3% among 300,000;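 active = mean replicate score, as percent of positive control median, at least 50; inconclusive = mean below 50 but one replicate at or above 50; inactive = mean and every replicate below 50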;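 note: strain carries kanamycin resistance gene driven by streptokinase promoter and grows in 40 µg/ml kanamycin; loss of luminescence reflects streptokinase promoter inhibition or plain growth inhibition; 0% = median of DMSO wells and 100% = positive control at its reference dose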
# TRPC4 agonist: TRPC4 (mouse) channel activation; Q9QUQ5; HEK293 TRPC4beta/mu-opioid, Fluo4 calcium fluorescence; stronger effect = higher value; B-score at 10 µM; hit rate 0.49% among 310,000; AID 2237;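 active = B-score above 5 SD of library B-scores, and initial fluorescence ratio not above library mean plus 5 SD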;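 note: positive B-score marks a calcium rise read as TRPC4 activation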
#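 System: HEK293 cells stably co-expressing mouse TRPC4beta and mu-opioid receptor; Schedule: Fluo4 dye loading 45 min at room temperature, 110 s recording; Detection: Fluo4 fluorescence, kinetic; Evaluation: B-scored integrated calcium fluorescence ratio; Controls: buffer (low) and maximal DAMGO (high).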
# Numbers without * were called inactive; i = inactive; u = inconclusive; x = not tested or not shown.
SMILES,KLF5 inh,HIF act,IEC-6 tox,TRPC6 inh,aSyn UTR inh,TRPC4 potent,TRPC4 inh,TRPC6 act,MrgX1 antag,SKKanGAS inh,TRPC4 agonist
Fc1cccc(CNC2CCN(CCc3ccccc3)CC2)c1,-12,-0.7,0,i,-6,i,i,i,i,-2,i
CC(=O)c1ccc(NC(=O)COC(=O)c2ccc(F)cc2F)cc1,2,0.0,1,i,2,i,i,i,i,0,i
Cc1sc2ncnc(N3CCC(C(=O)N(C)CC(=O)Nc4ccc(Cl)c(C(F)(F)F)c4)CC3)c2c1C,x,-0.3,x,i,54,i,i,i,i,-1,i
O=C(CN1CCOCC1)NCc1cc([N+](=O)[O-])ccc1O,-34,-15,6,i,9,i,i,i,i,0,i
Oc1ccc(-c2csc(-c3ccccc3)n2)cc1O,-141,3.6,6,i,-224,i,-6*,i,i,-13,i
Cc1cc(C(=O)N/N=C/c2ccncc2)c2ccccc2n1,-39,-0.5,-5,i,11,i,i,i,i,-3,i
CCN1C(=O)CSC1=Nc1ccc(Cl)c(Cl)c1,-4,0.2,6,i,5,i,-6*,i,i,44,i
Cc1nc(NC(=O)c2ccccc2)sc1C1(C)CC(c2c(Cl)cccc2Cl)=NO1 (stereo not drawn),x,-0.1,x,i,10,i,i,i,x,12,i
CCOC(=O)C(C)(C)Sc1nc2c(cnn2-c2ccc(Cl)cc2)c(=O)[nH]1,-30,-0.4,-6,i,5,i,i,i,i,14,i
O=C(NCCCn1ccnc1)/C(=C/c1ccc(Cl)cc1)NC(=O)c1ccccc1,-11,1.2,-4,i,-8,i,i,i,i,-1,i
COCCN(C(=O)CCc1ccccc1OC)c1nnc(-c2cccnc2)s1,-39,-0.4,4,i,33,i,i,i,i,14,i
COc1ccccc1/C=C/CN1CCC(n2nccc2NC(=O)CCc2ccccc2)CC1,-33,-0.8,7,i,12,i,i,i,i,-2,i
Fc1ccc(C2CC(c3cccs3)=NN2c2ccccc2)cc1 (stereo not drawn),-29,-0.6,-9,i,22,i,i,i,x,28,i
FC(F)(F)c1cccc(N2CCN(c3nnnn3-c3ccccc3)CC2)c1,-7,-3.2,4,i,13,i,i,i,i,0,i
Cc1cnc(NC(=O)c2ccc(OCC3CCCO3)cc2)s1 (stereo not drawn),19,-4.1,5,i,79*,i,i,i,i,8,i
CCC(=O)NC(Nc1ncc(C)s1)(C(=O)OC)C(F)(F)F (stereo not drawn),6,-0.7,-7,i,-9,i,i,i,i,4,i
CCc1cccc(C)c1NC(=O)CCCn1c(=O)c2cccn2c2cccnc21,0,0.3,-4,i,2,i,i,i,i,-5,i
Cc1nc2ccc(NC(=O)c3ccc(Cl)s3)cc2s1,-103,x,5,i,-238,i,i,i,i,2,i
Cc1ccc(N(Cc2ccccc2)C(=O)CN2C(=O)NC3(CCCC3)C2=O)cc1,-24,0.1,-6,i,-26,i,i,i,i,-5,i
COc1ccc(CC(=O)O/N=C(\N)c2ccc(C)cc2)cc1,-39,1.4,11,i,-51,i,i,i,i,1,i
Cc1ccc(S(=O)(=O)NCCSc2ccccc2)cc1[N+](=O)[O-],-2,0.4,-5,i,8,i,i,i,i,-3,i
Cc1nc(Cc2ccc(OC(C)C)cc2)[nH]c(=O)c1CC(=O)O,3,0.5,-1,i,18,i,i,i,i,1,i
O=c1c(-c2ccnn2-c2cccc(Cl)c2)cnc2n1CCS2,-7,-0.1,-3,i,0,i,i,i,i,-1,i
COc1ccc(-c2nc(CS(=O)CC(=O)NC3CCCCC3)c(C)o2)cc1 (stereo not drawn),-14,0.5,1,i,17,i,i,i,i,-1,i
CC(C)=C1SC(N2CCN(c3cccc(Cl)c3)CC2)=NC1=O,-26,0.3,-7,i,36,i,i,i,i,-4,i
Cc1ccc(F)cc1NC(=O)C1CCCN(c2ncccn2)C1 (stereo not drawn),-1,0.4,-2,i,32,i,i,i,i,-1,i
COc1ccc(C(=O)Nc2ccccc2NC(=O)c2ccco2)c(OC)c1,-25,0.0,3,i,-14,i,i,i,i,-4,i
O=C(NC(=S)N1CCN(Cc2ccc3c(c2)OCO3)CC1)c1ccc(Cl)cc1,-51,0.2,-4,i,-9,i,i,i,i,16,i
CN(C)C(=O)Cn1c(SCC(=O)NC2CCCCC2)nc2ccccc21,-13,0.1,0,i,23,i,i,i,i,-1,i
COC(=O)C1=C[C@@H](C(=O)OC)[C@@H]2C3=C(C(=O)[C@]2(CC(C)C)NC(=O)c2ccccc2)[C@H](C)n2c(=O)n(-c4ccccc4)c(=O)n2[C@@H]3C1,x,-1.0,x,i,10,i,i,i,i,2,i

# For convenience, some entries already given:
SMILES,KLF5 inh,HIF act,IEC-6 tox,TRPC6 inh,aSyn UTR inh,TRPC4 potent,TRPC4 inh,TRPC6 act,MrgX1 antag,SKKanGAS inh,TRPC4 agonist
Cc1ccc(S(=O)(=O)NCCSc2ccccc2)cc1[N+](=O)[O-],-2,0.4,-5,i,8,i,i,i,i,-3,i
Cc1nc(Cc2ccc(OC(C)C)cc2)[nH]c(=O)c1CC(=O)O,3,0.5,-1,i,18,i,i,i,i,1,i

# Following part:
SMILES,KLF5 inh,HIF act,IEC-6 tox,TRPC6 inh,aSyn UTR inh,TRPC4 potent,TRPC4 inh,TRPC6 act,MrgX1 antag,SKKanGAS inh,TRPC4 agonist
Cc1ccccc1Nc1scc(-c2ccc(Cl)cc2)[n+]1-c1ccccc1C,-6,0.3,-4,i,5,i,i,i,x,4,i
COc1ccc(-n2nnnc2/C=C\Nc2ccccc2C(=O)c2ccccc2)cc1,-8,0.1,1,i,-11,i,i,i,i,-6,i
CCOc1cccc2sc(N(CCCN(C)C)C(=O)c3ccc(S(=O)(=O)N(CC)Cc4ccccc4)cc3)nc12,-12,-0.7,-6,i,71*,i,i,i,i,13,i
COc1ccc(-c2nc3cc(C)ccn3c2NCC2CCCO2)cc1OC (stereo not drawn),-39,0.3,0,-6.9*,-9,i,i,i,i,8,i
CCC(C)(C)NC(=O)CN(C(=O)CNS(=O)(=O)c1ccccc1)c1ccc2c(c1)OCCO2,-3,-0.2,1,i,-41,i,i,i,i,-1,i
Nc1c(C=C2C=CC(=O)C=C2)c(=O)nc2sc(CC(=O)N3CCOCC3)nn12,0,0.0,5,i,-13,i,i,i,i,2,i
c1ccc(CNc2ncnc3sc4c(c23)CCC4)nc1,-7,-0.5,0,i,1,i,i,i,i,1,i
NNC(=O)Cn1c(-c2ccccc2)cc2ccccc21,-25,-12,0,i,19,i,i,i,i,3,i
Cc1ccc(OCC(=O)NNC(=O)CSc2nnc(-c3ccc(C)cc3)n2C)cc1,-4,0.6,-2,i,-1,i,i,i,i,-1,i
Cc1ccnc(NS(=O)(=O)c2ccc(NC(=O)C34CC5CC(CC(C5)C3)C4)cc2)n1,-22,-0.4,-1,i,27,i,i,i,i,5,i
Cc1ccc(C)c(NC(=S)N/N=C2\CCc3ccccc32)c1,-21,0.6,2,i,-50,i,i,i,i,u,i
CCc1ccc(NC(=O)C(C)OC(=O)CCC(=O)c2cccs2)cc1 (stereo not drawn),-7,0.4,2,i,-22,i,i,i,i,-8,i
Cc1cc(-c2cccs2)n[nH]1,-33,0.6,-5,i,-16,i,i,i,i,-2,i
CC(=O)N1c2c(cc(Br)cc2S(=O)(=O)NCC2COc3ccccc3O2)CC1C (stereo not drawn),15,-0.2,-1,i,9,i,i,i,i,-1,i
CCOC(=O)C(NC(=O)N1CCCCC1)(c1ccccc1)C(F)(F)F (stereo not drawn),4,0.0,-3,i,4,i,i,i,i,-6,i
COC(=O)[C@H](CCSC)NC(=O)NCc1ccccc1F,-1,0.1,-1,i,-17,i,i,i,i,-1,i
COc1cccc(NC(=S)N2CCC(NC(=O)c3ccco3)CC2)c1,-14,0.5,-5,i,6,i,i,i,i,2,i
Nc1nc2ccccc2n1CCOc1ccc(Br)cc1,-40,-1.0,3,i,6,i,i,i,i,-2,i
O=C1N(CCCl)c2ccc(Br)cc2C12OCCO2,-21,-14,-14,i,14,i,i,i,i,0,i
c1ccc2c(SCc3cn4cccnc4n3)ncnc2c1,-16,0.2,-1,i,-5,i,i,i,i,1,i
Cc1cc(NC(=O)c2cn(C3CCCCC3)c(=O)c3c2c2ccccc2n3C)no1,7,-0.5,-6,i,25,i,i,i,i,6,i
Cc1cccc(-n2c(SCC(=O)O)nc3sc4c(c3c2=O)CCCC4)c1,-10,0.1,1,i,-8,i,i,i,i,11,i
Cc1cc(S(=O)(=O)N2CCOCC2)ccc1OCC(=O)N1CCOCC1,-12,1.1,-5,i,-9,i,i,i,i,-1,i
CCc1ccc(C(=O)Nc2cccnc2Oc2ccc(Cl)cc2)cc1,6,0.1,7,i,-9,i,i,i,i,0,i
O=C(O)c1ccc(N=Nc2c(O)[nH]c3ccccc23)cc1,-97,-1.7,6,i,-7,i,i,i,i,26,i
Cc1ccccc1S(=O)(=O)NCc1ccc(N2CCN(C)CC2)cc1,-10,0.7,0,i,-28,i,i,i,i,-7,i
COCCCNC(=O)C(=O)NCC(c1ccco1)N1CCN(c2ccc(OC)cc2)CC1 (stereo not drawn),-34,-0.2,-4,i,21,i,i,i,i,0,i
O=C(COC(=O)c1ccco1)NC1CCCCC1,3,-1.4,4,i,-7,i,i,i,i,-1,i
CC(C)(C)c1cc(C(=O)Nc2ccccc2)ccn1,-57,2.3,-6,i,-47,i,i,i,i,-3,i
CCCc1cc(=O)[nH]c(SCc2cc(=O)oc3c(C)c(C)ccc23)n1,-16,0.4,4,i,-9,i,i,i,i,13,i
COC(=O)C1=CN(Cc2ccc(C)cc2)C=C(C(=O)OC)C1c1ccc(F)c(F)c1,-9,-0.5,4,i,29,i,i,i,i,15,i
CCOc1ccc(OCC)c(S(=O)(=O)NCc2ccccc2)c1,-24,-0.1,-4,i,1,i,i,i,i,0,i
Nc1nnc(SCC(=O)OCC(=O)c2ccccc2)s1,-40,0.2,-6,i,1,i,i,i,i,-3,i
CC(c1ccccc1)N1C(=O)c2cccnc2C1=O (stereo not drawn),-10,-0.1,-3,i,7,i,i,i,i,4,i
COc1ccc(CC(=O)Nc2cc(C)ccc2O)cc1OC,-31,0.2,4,i,-9,i,i,i,i,-3,i
CCCCn1c(SCC(=O)c2ccccc2)nc2c1c(=O)[nH]c(=O)n2C,-27,0.2,2,i,28,i,i,i,i,80*,i
COc1ccc(/C=C(/NC(=O)c2ccccc2)C(=O)N2CCCC2)cc1,-3,-0.4,2,i,11,i,i,i,i,4,i
CC(=O)N1CC(C)Oc2ccc(S(=O)(=O)NC(CC(=O)O)c3cc(C)ccc3C)cc21 (stereo not drawn),-9,-0.3,-5,i,-14,i,i,i,i,0,i
